Dicer processing = inhibitors of human Dicer processing of pre-microRNA | Q9UPY3 | cat-ELCCA pre-miR-21 Dicer processing, chemiluminescence; stronger effect = higher value | z-score at 25 µM | actives 6% (n = 47,000); in the data active = z-score above about 3, passing the limit was not always enough;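 also: plate controls were vehicle for no effect and no enzyme for full effect; higher signal means more uncleaved substrate so more Dicer inhibition; strong numbers were not always called active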
Target sequence (Q9UPY3 whole entry, looked up): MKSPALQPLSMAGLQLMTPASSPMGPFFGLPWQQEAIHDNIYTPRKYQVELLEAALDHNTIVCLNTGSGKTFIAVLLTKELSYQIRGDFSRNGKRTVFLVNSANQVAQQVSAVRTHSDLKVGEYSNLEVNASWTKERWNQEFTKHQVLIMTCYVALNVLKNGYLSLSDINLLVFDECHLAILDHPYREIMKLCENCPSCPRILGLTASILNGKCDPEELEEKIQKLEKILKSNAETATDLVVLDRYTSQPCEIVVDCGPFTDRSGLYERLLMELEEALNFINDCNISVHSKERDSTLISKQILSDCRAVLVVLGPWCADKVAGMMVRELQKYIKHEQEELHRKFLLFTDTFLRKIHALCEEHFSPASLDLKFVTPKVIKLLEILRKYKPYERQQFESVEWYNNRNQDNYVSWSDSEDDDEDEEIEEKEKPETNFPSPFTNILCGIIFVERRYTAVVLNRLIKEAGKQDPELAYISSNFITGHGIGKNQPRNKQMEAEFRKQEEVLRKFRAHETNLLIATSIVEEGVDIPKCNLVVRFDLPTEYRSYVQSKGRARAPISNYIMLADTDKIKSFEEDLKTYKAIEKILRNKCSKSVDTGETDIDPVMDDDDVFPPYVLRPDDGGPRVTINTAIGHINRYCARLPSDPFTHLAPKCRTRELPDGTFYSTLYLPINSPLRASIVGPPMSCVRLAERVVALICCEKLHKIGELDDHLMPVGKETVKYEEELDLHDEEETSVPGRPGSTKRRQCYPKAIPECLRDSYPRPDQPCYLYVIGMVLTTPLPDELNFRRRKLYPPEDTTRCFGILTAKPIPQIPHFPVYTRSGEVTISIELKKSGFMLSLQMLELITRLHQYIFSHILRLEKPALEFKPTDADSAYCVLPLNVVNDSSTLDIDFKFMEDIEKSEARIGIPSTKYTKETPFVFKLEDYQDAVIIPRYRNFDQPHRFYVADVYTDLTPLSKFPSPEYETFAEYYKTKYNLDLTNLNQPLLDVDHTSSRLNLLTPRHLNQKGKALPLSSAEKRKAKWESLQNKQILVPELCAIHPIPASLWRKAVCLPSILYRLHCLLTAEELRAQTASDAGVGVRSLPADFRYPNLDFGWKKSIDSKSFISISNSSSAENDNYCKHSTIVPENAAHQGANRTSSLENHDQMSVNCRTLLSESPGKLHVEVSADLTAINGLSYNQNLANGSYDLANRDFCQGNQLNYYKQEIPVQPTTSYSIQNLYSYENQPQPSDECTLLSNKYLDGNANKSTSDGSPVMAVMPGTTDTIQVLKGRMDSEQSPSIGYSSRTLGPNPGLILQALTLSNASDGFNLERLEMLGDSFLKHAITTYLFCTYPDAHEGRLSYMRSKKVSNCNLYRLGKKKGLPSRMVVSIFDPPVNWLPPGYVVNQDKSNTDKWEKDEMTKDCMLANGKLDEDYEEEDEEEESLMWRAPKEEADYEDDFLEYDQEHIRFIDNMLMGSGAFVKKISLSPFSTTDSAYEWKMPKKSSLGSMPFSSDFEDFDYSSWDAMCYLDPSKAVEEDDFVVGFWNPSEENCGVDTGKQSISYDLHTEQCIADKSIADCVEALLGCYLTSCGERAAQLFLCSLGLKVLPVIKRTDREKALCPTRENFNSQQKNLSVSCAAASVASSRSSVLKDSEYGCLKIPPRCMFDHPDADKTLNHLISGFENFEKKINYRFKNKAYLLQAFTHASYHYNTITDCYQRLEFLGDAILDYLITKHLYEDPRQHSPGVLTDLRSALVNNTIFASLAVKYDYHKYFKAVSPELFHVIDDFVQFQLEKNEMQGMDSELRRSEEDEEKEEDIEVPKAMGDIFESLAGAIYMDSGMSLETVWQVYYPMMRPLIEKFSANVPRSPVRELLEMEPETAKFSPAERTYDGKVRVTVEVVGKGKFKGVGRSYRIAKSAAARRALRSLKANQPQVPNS
Numbers without * were called inactive. This is a subset. The share of hits here may be higher or lower than overall.

SMILES | Dicer processing
Cc1cc(C)cc(OCc2nc(-c3cc(C)nc4ccccc34)no2)c1 | 0.75
Cc1onc(-c2c(Cl)cccc2Cl)c1NC(=O)NNC(=S)NC(C)(C)C | -0.71
CC(C)=NNC(=O)Nc1c(-c2c(Cl)cccc2Cl)noc1C | -0.58
CCOC(=O)NNC(=S)Nc1ccccc1N1CCOCC1 | -0.96
O=C(O)COc1cccc2ccccc12 | 1.33
O=C(O)COCC(=O)NCc1csc2ccc(Cl)cc12 | -1.26
Fc1c(F)c(Oc2ccccc2)c(F)c(F)c1Oc1ccccc1 | 0.05
CCOC(=O)CSc1nnc2c(n1)[nH]c1ccccc12 | -0.83
O=c1c2oc3nc(-c4ccccc4)cc(-c4ccco4)c3c2ncn1/N=C/c1ccc2c(c1)OCO2 | 2.11
O=C(CSc1nnc(-c2cccs2)n1-c1ccccc1)c1c[nH]c2ccccc12 | 1.34
CC1=Cn2c(=O)c3ccccc3c(=O)n2C1 | -0.37
Cc1cccc(C(=O)Nc2ccccn2)c1 | -1.18
COC(=O)C1CN(Cc2ccccc2)CCC1=O (stereo not drawn) | -1.68
O=C(Nc1ncccn1)c1cccs1 | -3.16
Cc1cc(C)c(C#N)c(SC(C(=O)Nc2c(F)cccc2F)c2ccccc2)n1 (stereo not drawn) | -1.54
Clc1ccc(Sc2cccc(Cl)c2Cn2cccc2)cc1 | -0.1
Nc1ccccc1C(=O)NNc1ccccc1Cl | 1.16
COC(=O)c1nn(-c2ccc(OC)cc2)c(=O)c2c(N)sc(C)c12 | -2.52
O=C(Nc1sc2c(c1C(=O)NCC(O)CO)CCCC2)c1ccccc1 (stereo not drawn) | 2.16
Cc1onc(-c2c(Cl)cccc2Cl)c1C(=O)N1CCN(c2nc(-c3cccs3)ns2)CC1 | -0.85
O=[N+]([O-])CC12OC3C4C5CC(C6C5C3C61)C42 (stereo not drawn) | -0.1
CSc1nc(=O)c2cccnc2n1-c1ccc(C)cc1 | -0.01
Fc1ccc(Nc2nc(-c3cccnc3)cs2)cc1 | 2.97
CCOc1ccc(Br)cc1C1NC(=O)c2c(sc3c2CCN(C)C3)N1 (stereo not drawn) | -1.08
CCS(=O)CC(=O)Nc1c(-c2ccccc2)oc2ccccc2c1=O (stereo not drawn) | -0.24
Cc1ccc(C)c(N2C(=O)C3C4c5ccccc5C(CO)(c5ccccc54)C3C2=O)c1 (stereo not drawn) | 1.59
FC(F)(F)c1cc(Cl)c2nsnc2c1 | 4.46*
Cc1ccc(O)c(C2=Nc3ccccc3C2(C)C)c1 | -1.02
COC(=O)CC1=NN(c2nc3ccccc3[nH]2)C(=O)C1 | 5.31*
COc1ccc(C2C3C(=O)NC(=O)C3ON2c2ccccc2)cc1 (stereo not drawn) | -0.09

7 compounds already listed, ordered by count of non-hydrogen atoms, descending.
SMILES | Dicer processing
Cc1onc(-c2c(Cl)cccc2Cl)c1C(=O)N1CCN(c2nc(-c3cccs3)ns2)CC1 | -0.85
O=C(Nc1sc2c(c1C(=O)NCC(O)CO)CCCC2)c1ccccc1 (stereo not drawn) | 2.16
COc1ccc(C2C3C(=O)NC(=O)C3ON2c2ccccc2)cc1 (stereo not drawn) | -0.09
CSc1nc(=O)c2cccnc2n1-c1ccc(C)cc1 | -0.01
Nc1ccccc1C(=O)NNc1ccccc1Cl | 1.16
O=[N+]([O-])CC12OC3C4C5CC(C6C5C3C61)C42 (stereo not drawn) | -0.1
FC(F)(F)c1cc(Cl)c2nsnc2c1 | 4.46*

The results go on.
SMILES | Dicer processing
COC(=O)c1ccc(C2C3=C(CC(c4cccs4)CC3=O)Nc3ccccc3N2C(=O)C2CC2)cc1 (stereo not drawn) | -0.13
O=C(O)c1cn(CCOc2ccc(Cl)cc2)c2ccccc12 | 1.42
Cc1ccc2nc(Cc3ccc(N)cc3)oc2c1 | 0.81
CN(C1CCCCC1)S(=O)(=O)c1ccc(CNC(=O)c2ccccc2)s1 | -3.08
Cc1nn(C)c(C)c1CN(C)C(=O)c1cc2n(n1)C(C(F)(F)F)CC(c1ccc3c(c1)OCO3)N2 (stereo not drawn) | -0.36
COc1cccc(NC(=S)NC(C)(C)CCO)c1 | 0.67
N#C/C(=C\NC1CCN(Cc2ccccc2)CC1)S(=O)(=O)c1ccc(Cl)cc1 | -1.25
COc1cc(OC)cc(N2C(=O)CC(Sc3ccc(Cl)cc3)C2=O)c1 (stereo not drawn) | -3.12
Fc1ccc(CSc2nnc3sc4ccccc4n23)cc1 | 1.18
CC1(C)CC(=O)C2=C(C1)Nc1nonc1NC2c1ccc2c(c1)OCO2 (stereo not drawn) | -0.49
CN(C)CCN(Cc1ccc(Cl)cc1)c1ccccn1 | 1.04
C=CCN1C(=O)C2(/C(=C(/O)c3ccc(C)c(F)c3)C(=O)C(=O)N2CC2CCCO2)c2ccccc21 (stereo not drawn) | -1.91
Cc1ccc(Cn2c(C)cc(C)c(C#N)c2=O)cc1 | -0.64
Cc1cc(Nc2ccc(F)cc2F)nc(N)n1 | 2.08
N#Cc1c2c(c(Nc3ccc(Cl)cc3)n3c1nc1ccccc13)CCC2 | -1.51
COc1ccc(-c2nnc3c4ccccc4c(C)nn23)cc1S(=O)(=O)NCCO | 0.97
COc1ccc(OC)c(CNc2nc3ccccc3n2CCN2CCCCC2)c1 | 3.82*
CCOC(=O)C1=C(COCCN)NC(C)=C(C(=O)OC)C1c1ccccc1Cl (stereo not drawn) | 0.76
CSc1sc(C#N)c(C)c1-c1ccn(C(=O)c2cc(C(F)(F)F)cc(C(F)(F)F)c2)n1 | 0.69
O=C1/C(=C/c2ccc(Cl)cc2)COC/C1=C\c1ccc(Cl)cc1 | -0.02
CSc1nc(C)nc(Nc2cccc(C(F)(F)F)c2)c1C#N | -1.14
Cc1cc(-c2ccc(Cl)cc2)n2nc(N)nc2n1 | -0.54
FC(F)(F)/C(=N\Sc1c(-c2ccccc2)nc2ccccn12)c1ccccc1 | -1.48
O=C(Nc1c(-c2ccccc2)nc2ccccn12)c1ccco1 | 4.89*
CCC(C)OC(=O)C1=C(C)NC2=C(C(=O)CC(c3ccccc3)C2)C1c1ccc(O)cc1 (stereo not drawn) | 2.69
COc1ccc(CCN=Cc2ccc(Oc3nccc(C(F)(F)F)n3)cc2)cc1OC | 0.19
COc1ccc(N=Nc2c(C)[nH][nH]c2=O)cc1 | -0.65
O=C1CCC(=O)N1CNc1ccc(F)cc1F | 4.57*
CCOC(=O)c1cnc(NNC(=O)c2ccccc2F)nc1C(F)(F)F | 1.86
CC1CCC(C(C)C)C(NC(=S)Nc2cccc(F)c2)C1 (stereo not drawn) | -0.1
O=C(c1cccs1)C1C(c2ccccc2)C([N+](=O)[O-])C2C=Cc3ccccc3N21 (stereo not drawn) | 0.84
CC1=C(C(=O)OCCc2ccccc2)C(c2cc3c(cc2Cl)OCO3)C2=C(CCCC2=O)N1 (stereo not drawn) | 0.48
Cc1nn(C)c(C)c1Sc1nccc(-c2cccnc2)n1 | -1.45
CS(=O)(=O)/C(C#N)=C/Nc1cnccn1 | -0.42
Cc1cc(Nc2ncc3cc(-c4c(Cl)cccc4Cl)c(=O)n(C)c3n2)ccc1F | 2.59
Cc1[nH][nH]c(=O)c1C(c1ccc(O)cc1)c1c(C)[nH][nH]c1=O | -7.25
CCNC(=O)N1c2ccc(CC)cc2C(C)=CC1(C)C | 0.14
O=C(CC1(O)C(=O)N(CCc2ccccc2)c2ccc(Br)cc21)c1cccs1 (stereo not drawn) | 3
CC(C)(C)c1ccc(OCc2ncc(S(=O)(=O)c3ccccc3)c(N)n2)cc1 | -2.78
CC(C)(CO)NC(=O)C1CC(c2cccc(Br)c2)=NO1 (stereo not drawn) | -0.5
CCOC(=O)c1cc(Sc2ccc(C)cc2)cc(C(=O)OCC)n1 | -0.69
COc1ccc(-c2nc3n(n2)C(c2ccc4c(c2)OCO4)C2=C(CCCC2=O)N3)cc1OC (stereo not drawn) | 0.48
Cn1c(-c2ccc(F)cc2)cnc1NCc1cccc(Br)c1 | 2.84
Cc1ccccc1OCCCn1c(C(C)O)nc2ccccc21 (stereo not drawn) | -0.15
CCOc1cc(C2C(C(=O)OCc3ccc(OC)cc3)=C(C)NC3=C2C(=O)CC(C)(C)C3)ccc1O (stereo not drawn) | -0.47
Nc1c(C(=O)c2ccc(F)c(F)c2)sc2nc3c(c(-c4cccs4)c12)CCCC3 | -0.57
CCCc1ccc(OCc2ccccc2)c2c(=O)cc(C(=O)OCC)oc12 | -0.99
CCOC(=O)c1c(CN(C)C)n(C)c2cc(Br)c(O)c(CN(C)C)c12 | 1.91
c1ccc(-c2csc(N3CCOCC3)n2)cc1 | 0.49
O=C(O)CCc1nc2ccccc2oc1=O | -2.07
O=C(NCCCn1ccnc1)C1CC(c2cccc(Br)c2)=NO1 (stereo not drawn) | 3.49*
COc1ccc2nc(C)cc(Nc3ccc(Cl)cc3)c2c1 | 3.06*
CC(C)(C)S(=O)(=O)C/C(N)=N/OC(=O)Nc1ccccc1 | 0.85
O=S(=O)(Cc1ccccc1)c1ccc(Cl)cc1 | 0.84
c1ccc(Oc2cccc(CN3CCN(Cc4ccccn4)CC3)c2)cc1 | -0.18
CSc1nc(NC(=O)NS(=O)(=O)c2ccccc2C(F)(F)F)nc(-c2ccncc2)n1 | -0.49
O=C(Nc1ccccc1SCC(O)Cn1ccc2ccccc21)c1ccc(Cl)cc1 (stereo not drawn) | -0.91
CSc1ccc(C(=O)NC(=O)Nc2ccc(Cl)cc2)s1 | -0.41
CC(=O)OCC(=O)[C@@]1(O)CC[C@H]2[C@@H]3CCC4=CC(=O)CC[C@]4(C)C3(F)[C@@H](O)C[C@@]21C (stereo partly drawn) | -0.2
CC(C)n1cc(NC(=O)C2CC(c3cccc(Br)c3)=NO2)cn1 (stereo not drawn) | 0.18

Next compounds
SMILES | Dicer processing
COc1ccc(C2CC(c3ccc(Cl)cc3)Nc3nc(N)nn32)cc1OC (stereo not drawn) | -1.2
c1ccc(-c2nn3c(-c4ccccc4)nnc3s2)cc1 | -0.02
OCCn1c(SCCOc2ccc(Cl)cc2)nc2ccccc21 | -0.59
Cc1nc(C)c(S(=O)(=O)NCc2c(-c3ccccc3)noc2C)s1 | -0.44
CN(C)c1ccc(C(=O)CC2(O)C(=O)N(Cc3ccc(Cl)cc3)c3ccccc32)cc1 (stereo not drawn) | -1.67
COc1ccc(C(O)(c2ccccc2OC)c2ccc(OC)cc2OC)c(OC)c1 | 1.65
CC(C)(C)SCCNS(=O)(=O)c1ccc(Cl)c(Cl)c1 | -0.23
CCOC(=O)c1[nH]c(COC(C)=O)c(C(C)=O)c1C | -1
N#CCCN(Cc1ccccc1)S(=O)(=O)c1ccc(F)cc1 | -0.74
CCOC(=O)C1=C(C)NC2=C(C(=O)CC(c3ccccc3)C2)C1c1ccccn1 (stereo not drawn) | 1.98
O=C1CC(c2ccco2)CC2=C1C(c1ccccc1)n1c(nc3ccccc31)N2 (stereo not drawn) | -1.69
COc1ccc(C2CC(=O)C3=C(C2)Nc2ccccc2NC3c2ccccc2Cl)cc1OC (stereo not drawn) | 0.78
CC1=C(C(=O)OC2CCCCC2)C(c2coc3ccc(Cl)cc3c2=O)C2=C(CC(C)(C)CC2=O)N1 (stereo not drawn) | 2.42
CCC(C)C(NC(=O)C(NC(=O)OCc1ccccc1)C(C)C)C(=O)O (stereo not drawn) | 0.42
c1ccc(CN2CCN(C3CCCC3)CC2)cc1 | -0.01
O=c1onc(-c2cccc(C(F)(F)F)c2)n1-c1ccccc1 | 0.67
COc1ccc(C(=O)CSc2nnc(-c3ccccc3)n2C)cc1 | -1.29
Cn1c(=O)c2c(nc(Cl)n2Cc2cccc(F)c2)n(C)c1=O | 1
N/C(CN1CCSCC1)=N\OCc1c(F)cccc1Cl | 1.43
CC1=C(C#N)C(c2ccc(C(F)(F)F)cc2Cl)C2=C(CCCC2=O)N1 (stereo not drawn) | -1.59
Fc1ccc(Oc2cc(C(F)(F)F)nc3ccc(Br)cc23)cc1 | -0.88
CCOC(=O)/C(C#N)=C/Nc1ccncc1 | -0.91
CCOc1cc(C2C(C(=O)OC(C)C)=C(C)NC3=C2C(=O)CCC3)cc(Br)c1O (stereo not drawn) | 1.14
Cc1ccc(CNc2ncc(-c3ccc(F)cc3)n2C)cc1 | 2.17
CCCCCOc1ccc(C2C(C(=O)OC)=C(C)N=C3SC(C)C(=O)N32)cc1 (stereo not drawn) | -1.61
CSC(=Nc1cccc(C(F)(F)F)c1)N1CCCC1 | 2.44
CCc1nn2c(N)c(C#N)cnc2c1-c1ccc(OC)cc1 | 0.77
COC(=O)c1ccccc1N(Cc1ccc(Cl)c(Cl)c1)S(C)(=O)=O | 0.37
CCCCN1Cc2c(n(CC(=O)c3ccc(OC)cc3)c3cc(-c4ccccc4)nn3c2=O)C1=O | 0.14
O=C(O)C1CCN(c2ncnc3scc(-c4ccccc4)c23)CC1 | -1.29

Molecules above containing a nitro group on carbon (2):
SMILES | Dicer processing
O=[N+]([O-])CC12OC3C4C5CC(C6C5C3C61)C42 (stereo not drawn) | -0.1
O=C(c1cccs1)C1C(c2ccccc2)C([N+](=O)[O-])C2C=Cc3ccccc3N21 (stereo not drawn) | 0.84

The list goes on.
SMILES | Dicer processing
CCCC(=O)n1c(=O)oc2cc(Br)ccc21 | 3.95*
CCCSc1nnc2c(n1)OC(C)=Nc1ccc(Br)cc1-2 | 3.7*
CCOC(=O)C1CCN(S(=O)(=O)c2ccc(CNC(=O)c3ccc(Cl)cc3)s2)CC1 | 0.55
CCOC(=O)c1c(N)n(-c2cccc(Cl)c2)c2nc3ccccc3nc12 | 2.1
O=C(O)CCCNC1=NCCS1 | -1.52
FC(F)(F)c1cnc(CSc2ccc(Cl)cc2)c(Cl)c1 | -0.5

2 neighbouring compounds from above, quoted:
SMILES | Dicer processing
CCCC(=O)n1c(=O)oc2cc(Br)ccc21 | 3.95*
CCCSc1nnc2c(n1)OC(C)=Nc1ccc(Br)cc1-2 | 3.7*

Screens deposited in PubChem BioAssay by Center for Chemical Genomics, University of Michigan.
